NPC1 promoter act = NPC1 promoter activation | Potency, µM (top dose mostly 9.22 µM), for the others: at the highest dose activation, hits mostly activators | Huh7 NPC1 promoter luciferase reporter, 24 h | 320,000 compounds, 2.4% hits;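 note: potency is the fitted concentration of half-maximal effect; % of control where 0% means no effect; nearly all actives have a fitted effect of over 60% in size; reporter is driven by a mutant NPC1 promoter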
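Huh7 cells stably carrying NPC1 promoter–luciferase, plated in Opti-MEM with 10% FBS for 2 h, were exposed to compound in DMSO for 24 h at 37 °C; luciferase reagent was added for 10 min and luminescence read.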
FBPA coupling cs = counter-screen for Giardia aldolase inhibitors: coupling enzyme system | coupling enzyme system counterscreen, AmpLite Red fluorescence | activity change, negative = inhibition, % at 58.2 µM, hits read low | 290,000 compounds, 0.67% hits; in the data active = activity change below about -30%; note: % is set by controls: 0 for no effect and ±100 for the full control effect
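Activity here indicates interference with the coupling reaction, not aldolase inhibition. Compounds at 57.5 uM final met coupling enzymes for 10 min at RT; substrate and AmpLite Red detection followed, with a 525/598 nm fluorescence read after 20 min.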
RORg inh = ROR gamma (mouse) transcription inhibition. Drosophila S2 Gal4-RORgamma UAS-luciferase reporter, 20 h. Potency, µM (titrated, usually from 53.6 µM), inactives show top-dose activity change, negative = inhibition, usual class: inhibitors. 310,000 compounds, 5.4% hits. AID 2551; note: potency is the fitted concentration of half-maximal effect; % is set by controls: 0 for no effect and ±100 for the full control effect; nearly all actives have a fitted effect of over 60% in size
Target sequence (P51450 whole entry, looked up, the tested form may be a part): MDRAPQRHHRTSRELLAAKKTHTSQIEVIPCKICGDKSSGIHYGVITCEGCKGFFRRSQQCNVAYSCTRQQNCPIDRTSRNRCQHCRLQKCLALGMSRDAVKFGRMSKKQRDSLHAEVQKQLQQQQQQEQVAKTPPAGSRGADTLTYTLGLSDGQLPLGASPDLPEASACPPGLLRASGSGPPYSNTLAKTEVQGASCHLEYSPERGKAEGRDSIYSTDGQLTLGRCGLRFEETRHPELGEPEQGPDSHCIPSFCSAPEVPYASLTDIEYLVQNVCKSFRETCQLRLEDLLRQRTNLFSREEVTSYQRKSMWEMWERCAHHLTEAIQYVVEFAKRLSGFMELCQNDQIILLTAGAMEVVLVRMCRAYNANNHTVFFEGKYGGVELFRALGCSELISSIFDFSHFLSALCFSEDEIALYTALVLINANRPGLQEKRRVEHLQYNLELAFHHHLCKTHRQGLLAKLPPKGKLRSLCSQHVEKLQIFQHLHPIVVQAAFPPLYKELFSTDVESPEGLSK
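A Gal4/UAS one-hybrid system in insect cells: metallothionein-promoter Gal4–ROR gamma fusion plus Photinus luciferase reporter. Copper sulfate 700 uM final, 20 hr ambient incubation, luminescent detection after 10 min with reagent.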
uPA surface inh = blocks generation of uPA at the cell surface; cell surface uPA generation assay, qHTS; Potency, µM (highest dose often 38.3 µM), for the others: top-dose activity change, negative = inhibition, usual class: inhibitors; 330,000 compounds, 0.31% hits; AID 540303; active = well fitted inhibition curve with a large enough effect; inconclusive = small, poorly fitted or top-dose-only effect; inactive = no such curve, though single readings can be large or run the other way; tested in mouse RAW 264.7 cells; note: potency is the fitted concentration of half-maximal effect; % is set by controls: 0 for no effect and ±100 for the full control effect; nearly all actives have a fitted effect of over 55% in size
VP16 counter = counter-screen for ROR gamma inhibitors: Gal4-VP16 reporter | Potency, µM (doses to about 53.6 µM), for the others: top-dose activity, negative = inhibition, most hits filed as inhibitors | 310,000 compounds, 3.5% hits | Drosophila S2 Gal4-VP16 UAS-luciferase, luminescence, 20 h;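 note: Gal4-VP16 expression switched on by copper sulfate through the metallothionein promoter; potency is the fitted concentration of half-maximal effect; % is set by controls: 0 for no effect and ±100 for the full control effect; nearly all actives have a fitted effect of over 50% in size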
ELG1 genotoxic = induces genotoxicity in HEK293T cells with luciferase-tagged ELG1. HEK293T ELG1-luciferase reporter, luminescence, 16 h. Potency, µM (series often up to 46 µM), inactives show at the highest dose activity change, positive = activation, usual class: activators. 330,000 compounds, 1.3% hits. AID 504466; note: potency is the fitted concentration of half-maximal effect; % of control where 0% means no effect; nearly all actives have a fitted effect of over 60% in size
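Screening used a luciferase reporter fused to human ELG1 in HEK293T cells. Luminescence was read on a CCD plate imager after 16 hr exposure and 30 min ONE-Glo incubation.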
KCNH2 3.1 block = inhibitors of human KCNH2 3.1 potassium channel isoform; activity change, % (tested at about 1.8 µM); 340,000 compounds, 0.95% hits; U2OS KCNH2 3.1, thallium flux FluxOr; hits give low values; AID 720553;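 active = maximum activity change below -70%; inconclusive = maximum activity change from -70% to -50%; inactive = maximum activity change above -50%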;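 note: thallium influx rate constant from kinetic fluorescence after stimulation buffer; % is set by controls: 0 for no effect and ±100 for the full control effect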
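Kinetic fluorescence (2 min after stimulation buffer) measures Tl+ influx through KCNH2 3.1 expressed by viral transduction in U2OS cells; the rate constant is normalized against DMSO controls serving as positive and negative references.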
FLuc modulator = firefly luciferase modulation, counter-screen for miR-21 project; 360,000 compounds, 6.9% hits; purified FLuc, Km substrates, luminescence inhibition; Potency, µM (highest dose often 57.5 µM), for inactives: top-dose activity change, negative = inhibition, actives largely listed as inhibitors; AID 588342; P08659;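 note: potency is the fitted concentration of half-maximal effect; plate controls were vehicle for no effect and reference inhibitor for full effect; nearly all actives have a fitted effect of over 55% in size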
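Biochemical qHTS of compounds, final roughly 60 µM downward over six points, against 10 nM purified firefly luciferase using Km concentrations of substrates (10 uM D-luciferin, 10 uM ATP) in Tris acetate pH 7.5 buffer; luminescence output.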
Rab9 promoter act = activators of Rab9 promoter | 320,000 compounds, 2.8% hits | AID 485297 | Huh7 Rab9 promoter-luciferase reporter, luminescence, 24 h | Potency, µM (top dose mostly 9.22 µM), inactives show at the top dose activation, negative = inhibition, actives largely listed as activators; note: potency is the fitted concentration of half-maximal effect; % of control where 0% means no effect; nearly all actives have a fitted effect of over 60% in size
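Luminescence read-out: Huh7 cells stably expressing Rab9-luciferase, treated 24 h with compound at 37 °C, then lysed with luciferase reagent for 10 min at ambient before reading.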
Tb PFK block = inhibitors of T. brucei phosphofructokinase. Potency, µM (series often up to 57.5 µM), for inactives: at the highest dose activity, negative = inhibition, hits mostly inhibitors. O15648. T. brucei PFK, ADP-Glo luminescence. AID 485367. 330,000 compounds, 0.17% hits;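 note: potency is the fitted concentration of half-maximal effect; 0% = uninhibited 1x PFK enzyme wells and -100% = no-enzyme wells; nearly all actives have a fitted effect of over 60% in size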
Target sequence (O15648 whole entry, looked up): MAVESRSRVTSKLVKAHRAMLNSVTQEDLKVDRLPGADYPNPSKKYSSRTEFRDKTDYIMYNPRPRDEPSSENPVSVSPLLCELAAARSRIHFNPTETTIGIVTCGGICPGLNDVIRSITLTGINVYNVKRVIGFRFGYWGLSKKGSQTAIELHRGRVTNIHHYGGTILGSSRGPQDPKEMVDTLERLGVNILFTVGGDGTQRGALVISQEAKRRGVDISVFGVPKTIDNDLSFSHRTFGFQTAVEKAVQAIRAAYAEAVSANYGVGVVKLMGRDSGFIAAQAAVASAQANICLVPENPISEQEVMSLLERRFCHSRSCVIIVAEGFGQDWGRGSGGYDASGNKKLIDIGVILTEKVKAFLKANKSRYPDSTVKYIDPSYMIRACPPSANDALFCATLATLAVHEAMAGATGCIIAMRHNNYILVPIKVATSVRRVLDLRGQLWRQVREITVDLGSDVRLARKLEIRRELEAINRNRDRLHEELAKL
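Luminescent ADP detection (ADP-Glo, two-step: ATP depletion then ADP-to-ATP conversion for luciferase) reported PFK activity after 45 min room-temperature reaction of 1.25 nM enzyme with 0.5 mM F6P and 0.1 mM ATP at pH 8.0.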
Giardia killer = kills Giardia lamblia; AID 540267; Giardia lamblia trophozoite viability; 340,000 compounds, 0.15% hits; activity change, % at 7.66 µM, hits read low; in the data active = activity change below about -80%; inconclusive = between about -30% and that limit;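 note: parasites exposed to compound for two days anaerobically before the ATP read; % is set by controls: 0 for no effect and ±100 for the full control effect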
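ATP-content bioluminescence gauges trophozoite survival. Cells (100/well) receive compound and incubate anaerobically for 48 hrs at 37 deg C; detection reagent follows for 15-30 min at room temperature.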
Active calls of the source: *; ? = inconclusive; . = no result given; [ ] = another dose, or the depositor's remark. Unless noted, calls come from the whole dose curve; as a rule, active = well fitted curve in the direction sought with a large enough effect; inconclusive = small, poorly fitted or top-dose-only effect, or another doubt; inactive = no such curve, though single readings can be large; an effect the other way counts as inactive or inconclusive.

SMILES	NPC1 promoter act	FBPA coupling cs	RORg inh	uPA surface inh	VP16 counter	ELG1 genotoxic	KCNH2 3.1 block	FLuc modulator	Rab9 promoter act	Tb PFK block	Giardia killer
COc1cc(NS(=O)(=O)c2ccc(NC(=S)NC(=O)c3ccccc3)cc2)nc(OC)n1	-1%	5	43%	1%	10%	4%	4	-3%	-5%	8%	-11
COc1ccc(NC(=O)CCC(=O)Nc2cc(OC)c(NC(=O)c3ccco3)cc2OC)c(OC)c1	2%	2	8%	-1%	0%	-12%	34	0%	1%	0%	-1
COc1cc2oc3ccccc3c2cc1N(CC(=O)N(C)C)S(=O)(=O)c1ccc(C)cc1	0%	0	-28%	10%	-3%	-2%	.	0%	-2%	-3%	-9
COc1ccc(CC(=O)NCc2ccccc2Cl)cc1S(=O)(=O)N1CCOCC1	-2%	-1	4%	-9%	4%	2%	9	0%	9%	-4%	-3
COc1ccc(NC(=O)Cc2nnc(SCC(=O)c3ccc(F)cc3)n2C)cc1	2%	-4	9%	2%	8%	-5%	17	1%	0%	-3%	-8
COc1cc(OC)c(C2N(c3ccc(Cl)cc3)C(=O)C3CCCN32)cc1OC (stereo not given)	5%	-2	24%	10%	7%	-5%	-2	-1%	9%	1%	-28
Cc1ccccc1OCc1nc2ccc(S(=O)(=O)N3CCOCC3)cc2[nH]1	1%	4	-17%	.	6%	0%	8	-20%	16%	-11%	-10
O=C(CSc1nccc(=O)[nH]1)Nc1ccc(F)c(Cl)c1	-3%	8	-2%	-2%	0%	0%	-5	1%	-3%	0%	4
COc1ccc(S(=O)(=O)N2CCC(C(=O)NCCC(=O)NCc3ccncc3)CC2)cc1	-1%	.	3%	5%	-8%	-1%	6	-2%	0%	0%	7
COC(=O)Nc1nnc(/C=C/c2ccc(OC)cc2)s1	?	-3	-24%	-5%	?	?	8	6µM*	3.5µM*	2%	-5
CC(C)Cc1csc(NC(=O)c2ccc(Br)cc2)c1C(=O)O	2%	-11	20%	-26%	23%	-8%	35	27µM*	13%	1%	4
Cc1ccc(OCC(O)CN2CCN(Cc3ccc4c(c3)OCO4)CC2)cc1C (stereo not given)	0%	-3	0%	3%	0%	-3%	-21	-2%	-3%	5%	10
c1ccc(NC2=NCCN2CC2CCCC2)cc1	-7%	2	-2%	-1%	-3%	-1%	55	1%	-1%	1%	-9
O=C(NCc1ccc(Cl)cc1)c1noc2c1CCCCC2	1%	0	?	16%	0%	?	17	-18%	14%	0%	-13
Cc1ccc(Nc2nnc(-c3ccccc3N)o2)cc1C	3.5µM*	-2	?	-3%	?	?	10	2.7µM*	3.5µM*	-4%	-11
O=C(NCCc1ccco1)c1nn(Cc2ccccc2)c(=O)c2ccccc12	-6%	0	9%	-2%	-5%	-4%	-1	-4%	3%	-9%	-11
COc1ccc(C(=O)NCCc2nnc(SCC(=O)Nc3ccc(Br)cc3)n2C)cc1	1%	6	45%	-30%	4%	?	2	?	13%	0%	-8
C[C@H](C(=O)NCc1ccccc1)C(=O)c1ccccc1	-2%	0	1%	-11%	-4%	1%	-3	0%	-1%	-4%	16
CC(=O)Nc1cccc2c1OCCO2	-1%	-1	11%[10 µM]	0%	1%	-4%	-22	-3%	-9%	3%	19
COc1ccc(-c2noc(CCC(=O)N3CCN(c4ccc(C(F)(F)F)cc4)CC3)n2)cc1	.	.	.	15%	.	-3%	3	.	.	0%	-1
Cc1cccc(CC(Cc2nc3ccccc3[nH]2)c2nc3ccccc3[nH]2)c1 (stereo not given)	0%	-3	?	4%	-7%[0.365 µM]	-36%[inhibitor]	-29	-6%	1%	0%	2
Cc1ccc(SCC(=O)NC(=O)NCc2ccco2)cc1C	-10%	1	39%	.	0%	0%	.	3%	-4%	?	.
Cc1c(NS(=O)(=O)c2ccc(N=NN(C)C)cc2)c(=O)n(-c2ccccc2)n1C	2%	1	-8%	7%	1%	1%	8	0%	-3%	-2%	-24
CCOC(=O)N1CCN(C(=O)c2c(-c3c(Cl)cccc3Cl)noc2C)CC1	6%	1	-13%	3%	8%	1%	16	0%	-3%	1%	6
CCCCn1c(=S)[nH]c2cc(S(=O)(=O)N3CCCCC3)ccc21	-1%	1	11µM*	9%	?	-4%	21	2%	8%	-2%	15
SMILES	NPC1 promoter act	FBPA coupling cs	RORg inh	uPA surface inh	VP16 counter	ELG1 genotoxic	KCNH2 3.1 block	FLuc modulator	Rab9 promoter act	Tb PFK block	Giardia killer
Cc1nnc(SCc2ccccc2C#N)n1-c1ccccc1	-1%	0	-23%	-1%	-3%	-4%	13	-1%	-2%	-3%	15
O=C(CSc1ncccn1)NCc1ccc2c(c1)OCO2	0%	0	10%	3%	-14%	7%	-3	-3%	23%	-1%	8
CCCS(=O)(=O)N1CCN(Cc2ccco2)CC1	3%	1	13%	7%	-9%	3%	12	9%	0%	-9%	4
CCCCCOC(=O)c1cc(=O)[nH]c2ccccc12	2%	-1	23%	-4%	3%	?	1	-18%	13%	1%	-16
CC(C)N1CCN(Cc2cccc(-n3cccn3)c2)CC1CCO (stereo not given)	-5%	-1	-22%	10%	-2%	0%	-1	-1%	-11%	3%	5
c1cc(CCCc2ccncc2)ccn1	-2%	.	.	2%	.	0%	20	-1%	-8%	-3%	10
Cc1cccc(/C=N\NC(=O)c2csnn2)c1	?	-6	-41%	3%	-28%	?	-11	8.5µM*	28%	?	-7
CC(=O)Nc1ccc(S(=O)(=O)N2CCN(CC3CC4C=CC3C4)CC2)cc1 (stereo not given)	-1%	3	27%	4%	4%	-5%	-2	0%	-2%	1%	-20
Cc1ccc(S(=O)(=O)NC(=O)NC(C)c2ccc(F)cc2)cc1 (stereo not given)	-1%	10	21%	4%	-9%	-1%	8	3%	-1%	2%	16
O=c1c2ccccc2c(C=NCCCN2CCOCC2)c(O)n1Cc1ccc2c(c1)OCO2	-3%	0	43%	0%	18%	-2%	-13	0%	-2%	5%	-1
CCOC(=O)c1cccc(NC(=O)CCNS(=O)(=O)c2ccc3c(c2)CCN3C(=O)CC)c1	-3%	1	38%	-6%	2%	-7%	1	-1%	7%	1%	6
CCOC(=O)C1=C(c2ccccc2)NC(SCC(=O)Nc2cccc(C)c2)=C(C#N)C1c1ccco1 (stereo not given)	-6%	-1	15%	.	-1%	-9%	-19	1%	-10%	1%	-3
CCCCNC(=O)NC12CC3CC(CC(C3)C1)C2	-1%	0	12%	2%	-3%	-2%	0	3%	-2%	-1%	0
CCCCCC(=O)Nc1ccc2oc(-c3cncc(Br)c3)nc2c1	0.71µM*	0	5%	15%	3%	?	0	7%	1.6µM*	2%	-1
Cc1cccc(C(=O)NCc2nnc(SCC(=O)Nc3nncs3)n2C)c1	0%	3	3%	-1%	?	-4%	-12	-1%	10%	-15%	7
O=C(COC(=O)c1n[nH]c(=O)c2ccccc12)c1ccccc1	-1%	2	0%	1%	-7%	-1%	7	?	1%	0%	10
COc1ccc(S(=O)(=O)N2CC(O)C[C@H]2C(=O)OCC(=O)N2CCCCCC2)cc1 (stereo not given in full)	-6%	0	-10%	-3%	-2%	1%	-3	-2%	-1%	1%	13
Cc1ccc(Cn2cc(/C=N/Nc3ccc([N+](=O)[O-])cn3)c3ccccc32)cc1	-5%	2	11µM*	1%	7.9µM*	1%	.	5%	-3%	4%	17
COc1ccc(C(=O)NCC(=O)NCC(=O)OCC(=O)C(C)(C)C)cc1	-2%	-1	-20%	0%	7%	0%	6	-4%	-1%	2%	1
S=C1NC2=C(C(c3ccc(Br)cc3)N1)N1CCC2CC1 (stereo not given)	-1%	6	8.9µM*	-1%	-7%	0%	-9	1%	3%	-2%	21
O=C(Nn1cnc2ccccc2c1=O)c1ccc(Cl)c([N+](=O)[O-])c1	0%	1	20%	2%	2%	-1%	0	6%	-6%	1%	3
Cc1ccc(NC(=O)COC(=O)Cc2ccccc2)cc1S(=O)(=O)N1CCOCC1	.	.	.	4%	.	-2%	-5	.	.	2%	-5
Cc1cc(SCCC(=O)O)nc2ccccc12	10%	9	-20%[10 µM]	2%	-8%	-1%	-4	-9%	-5%	1%	1
CC1=NNC(=O)C1CCC(=O)N/N=C(\C)c1ccccc1 (stereo not given)	-5%	1	?	-4%	-14%	0%	17	5%	9%	1%	8
Cc1ccc(NC(=O)CSc2nc(N)c(-c3ccccc3)c(=O)[nH]2)cc1Cl	-2%	-2	-3%	-1%	12%	9%	-4	-11%	3%	-1%	-9
Cc1c(Br)c([N+](=O)[O-])nn1CC(=O)NCc1cccnc1	-1%	3	-18%	9%	-3%	-1%	4	-1%	10%	-18%	-13
CCCn1c(SCC(=O)N2CCN(CC)CC2)nc2c1c(=O)n(C)c(=O)n2C	-4%	2	4%	-2%	7%	-1%	5	2%	-1%	0%	-1
Cc1noc(C)c1NC(=O)N(C)C[C@H]1Oc2ccc(NC(=O)C3CCCCC3)cc2C(=O)N([C@H](C)CO)C[C@@H]1C	.	.	.	11%	.	7%	-3	.	.	1%	6

Screens: PubChem BioAssay, National Center for Advancing Translational Sciences (NCATS)
